Screening results: PubChem, Broad Institute
TcdB inh: TcdB glycohydrolase inhibition | P18177 | TcdB glycohydrolase enzymatic assay, plate reader | inhibition, % at 9.99 µM | actives 0.24% (n = 350,000); in the data active means inhibition above about 10%
Target sequence (P18177 whole entry, looked up): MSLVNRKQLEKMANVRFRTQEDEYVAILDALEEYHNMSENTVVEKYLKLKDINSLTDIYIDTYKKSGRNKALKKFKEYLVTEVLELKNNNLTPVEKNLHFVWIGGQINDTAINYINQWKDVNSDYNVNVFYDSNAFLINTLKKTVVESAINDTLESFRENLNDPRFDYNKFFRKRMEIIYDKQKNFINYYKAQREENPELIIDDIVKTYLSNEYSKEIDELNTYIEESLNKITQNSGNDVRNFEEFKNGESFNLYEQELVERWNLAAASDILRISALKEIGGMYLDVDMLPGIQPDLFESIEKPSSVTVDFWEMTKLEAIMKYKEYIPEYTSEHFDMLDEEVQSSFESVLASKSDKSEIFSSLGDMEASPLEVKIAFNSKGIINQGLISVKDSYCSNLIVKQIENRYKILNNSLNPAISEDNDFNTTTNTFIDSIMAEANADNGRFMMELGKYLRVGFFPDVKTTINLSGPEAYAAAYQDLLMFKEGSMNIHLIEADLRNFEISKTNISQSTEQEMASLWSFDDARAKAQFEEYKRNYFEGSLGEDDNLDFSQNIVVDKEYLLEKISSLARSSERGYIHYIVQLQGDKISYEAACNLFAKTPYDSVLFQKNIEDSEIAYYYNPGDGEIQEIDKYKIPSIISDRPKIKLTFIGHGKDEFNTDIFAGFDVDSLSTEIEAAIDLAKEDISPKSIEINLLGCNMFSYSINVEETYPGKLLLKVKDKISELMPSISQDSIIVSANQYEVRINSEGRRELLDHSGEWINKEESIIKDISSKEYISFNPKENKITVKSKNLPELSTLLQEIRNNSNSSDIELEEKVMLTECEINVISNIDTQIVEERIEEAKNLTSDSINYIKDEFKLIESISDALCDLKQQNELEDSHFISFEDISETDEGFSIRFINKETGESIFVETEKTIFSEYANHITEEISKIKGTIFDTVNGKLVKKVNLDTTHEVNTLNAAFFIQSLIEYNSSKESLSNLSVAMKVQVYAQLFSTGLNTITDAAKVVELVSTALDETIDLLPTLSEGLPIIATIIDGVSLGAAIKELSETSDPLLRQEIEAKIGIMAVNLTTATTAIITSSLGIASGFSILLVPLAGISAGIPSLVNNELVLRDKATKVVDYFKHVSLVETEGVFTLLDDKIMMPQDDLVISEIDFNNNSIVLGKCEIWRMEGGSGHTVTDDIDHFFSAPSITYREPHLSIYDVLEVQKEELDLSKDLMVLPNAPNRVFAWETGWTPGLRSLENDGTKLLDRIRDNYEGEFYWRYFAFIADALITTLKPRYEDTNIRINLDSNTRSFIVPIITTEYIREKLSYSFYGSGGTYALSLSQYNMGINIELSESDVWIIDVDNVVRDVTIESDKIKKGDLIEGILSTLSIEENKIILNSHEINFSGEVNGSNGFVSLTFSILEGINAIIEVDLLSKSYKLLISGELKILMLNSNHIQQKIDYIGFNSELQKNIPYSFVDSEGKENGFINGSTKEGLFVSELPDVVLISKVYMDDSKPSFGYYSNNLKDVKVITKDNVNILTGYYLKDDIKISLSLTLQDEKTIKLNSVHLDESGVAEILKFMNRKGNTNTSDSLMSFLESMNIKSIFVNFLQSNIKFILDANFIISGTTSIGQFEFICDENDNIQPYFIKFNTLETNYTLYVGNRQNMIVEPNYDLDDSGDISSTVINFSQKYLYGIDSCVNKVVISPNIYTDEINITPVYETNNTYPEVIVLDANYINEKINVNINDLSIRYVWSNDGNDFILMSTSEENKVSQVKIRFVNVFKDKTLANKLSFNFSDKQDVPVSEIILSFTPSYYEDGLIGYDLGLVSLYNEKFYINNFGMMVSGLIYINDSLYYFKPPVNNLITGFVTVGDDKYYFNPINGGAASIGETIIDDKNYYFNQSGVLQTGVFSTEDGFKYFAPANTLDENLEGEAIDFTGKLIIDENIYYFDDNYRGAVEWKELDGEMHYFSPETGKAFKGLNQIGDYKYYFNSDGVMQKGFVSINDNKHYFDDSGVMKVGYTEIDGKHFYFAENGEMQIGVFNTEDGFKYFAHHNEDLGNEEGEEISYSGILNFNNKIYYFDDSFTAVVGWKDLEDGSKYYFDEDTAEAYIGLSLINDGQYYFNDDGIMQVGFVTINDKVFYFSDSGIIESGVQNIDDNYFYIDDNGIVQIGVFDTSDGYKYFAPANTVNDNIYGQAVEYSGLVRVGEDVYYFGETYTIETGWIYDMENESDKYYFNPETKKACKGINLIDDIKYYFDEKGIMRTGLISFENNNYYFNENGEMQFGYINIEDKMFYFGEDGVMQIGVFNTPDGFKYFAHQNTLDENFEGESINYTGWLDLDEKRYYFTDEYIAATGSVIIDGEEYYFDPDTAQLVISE
An asterisk follows results filed as active. This is a subset, so the mix of outcomes need not match the whole.

SMILES | TcdB inh
CCCC#Cc1ccc2c(c1)O[C@@H](CN(C)C)[C@@H](C)CN([C@H](C)CO)S2(=O)=O | -2.0
CN1[C@@H]2c3ccc(-c4ccc(F)cc4)c(=O)n3C[C@@H]2[C@@H](CO)[C@@H]1C(=O)NCCN1CCCCC1 | -1.8
C[C@H](CO)N1C[C@H](C)[C@@H](CN(C)C(=O)Nc2ccc3c(c2)OCO3)Oc2ccc(NC(=O)NC3CCCCC3)cc2CC1=O | -0.5
COc1ccc(S(=O)(=O)N(C)C[C@@H]2Oc3c(NC(=O)c4cnccn4)cccc3C(=O)N([C@H](C)CO)C[C@@H]2C)cc1 | 0.1
C[C@H]1CN([C@@H](C)CO)C(=O)c2cc(NC(=O)Nc3cccc4ccccc34)ccc2O[C@@H]1CN(C)Cc1ccc(Oc2ccccc2)cc1 | 0.5
C[C@H]1CN([C@@H](C)CO)C(=O)c2cccc(NC(=O)c3cnccn3)c2O[C@@H]1CN(C)C(=O)Nc1ccccc1 | 0.3
CC(C)NC(=O)N[C@@H]1CC[C@H](CCNS(=O)(=O)Cc2ccccc2)O[C@@H]1CO | 0.5
COC(=O)c1c(CC[C@@H](CO)NC(=O)N2CCC[C@H]2Cn2cc(C3(O)CCCCC3)nn2)oc(C(C)=O)c1C(=O)OC | -1.4
C[C@H](CO)N1C[C@H](C)[C@H](CN(C)C)Oc2ccc(NC(=O)CCCCCC(=O)Nc3ccccc3N)cc2CC1=O | -0.2
O=C(c1ccccc1)N1C[C@H]2[C@@H](c3ccccc31)[C@H](CO)N2S(=O)(=O)c1ccccc1 | 1.0
CO[C@@H](CN(C)S(=O)(=O)c1cn(C)cn1)[C@@H](C)CN(C(=O)Nc1ccc(F)cc1)[C@H](C)CO | -0.9
Cc1noc(C)c1NC(=O)Nc1ccc2c(c1)C(=O)N([C@@H](C)CO)C[C@@H](C)[C@H](CN(C)Cc1ccc(Cl)c(Cl)c1)O2 | -0.3

Continued, starting with the last 4 of the part before.
SMILES | TcdB inh
C[C@H](CO)N1C[C@H](C)[C@H](CN(C)C)Oc2ccc(NC(=O)CCCCCC(=O)Nc3ccccc3N)cc2CC1=O | -0.2
O=C(c1ccccc1)N1C[C@H]2[C@@H](c3ccccc31)[C@H](CO)N2S(=O)(=O)c1ccccc1 | 1.0
CO[C@@H](CN(C)S(=O)(=O)c1cn(C)cn1)[C@@H](C)CN(C(=O)Nc1ccc(F)cc1)[C@H](C)CO | -0.9
Cc1noc(C)c1NC(=O)Nc1ccc2c(c1)C(=O)N([C@@H](C)CO)C[C@@H](C)[C@H](CN(C)Cc1ccc(Cl)c(Cl)c1)O2 | -0.3
O=C(C[C@@H]1C[C@@H]2c3cc(NC(=O)C4CCC4)ccc3O[C@@H]2[C@H](CO)O1)NCc1ccccn1 | 1.3
CCNC(=O)C[C@@H]1CC[C@@H]2[C@H](COC[C@@H](O)CN2C(=O)Nc2ccc(Cl)c(Cl)c2)O1 | 1.2
COc1ccc(NC(=O)Nc2ccc3c(c2)C(=O)N([C@H](C)CO)C[C@@H](C)[C@H](CN(C)S(=O)(=O)c2ccccc2)OCCCC[C@@H](C)O3)cc1 | 0.1
CO[C@H]1CN(C)C(=O)c2ccc(NC(=O)C3CCCC3)cc2OC[C@@H](C)N(CCC(F)(F)F)C[C@@H]1C | 0.9
C[C@@H]1CCCCO[C@@H](CN(C)C(=O)CCCN(C)C)[C@H](C)CN([C@@H](C)CO)C(=O)c2cc(NC(=O)Cc3ccccc3)ccc2O1 | 0.7
C[C@H](CO)N1C[C@H](C)[C@@H](CN(C)S(=O)(=O)c2cn(C)cn2)Oc2ccc(NC(=O)CCC(F)(F)F)cc2C1=O | -1.5
COc1ccc(CN(C)C[C@H]2OCCCC[C@H](C)Oc3ccc(NS(=O)(=O)c4cn(C)cn4)cc3C(=O)N([C@@H](C)CO)C[C@@H]2C)cc1 | -0.1
C[C@H]1CN([C@@H](C)CO)C(=O)CCCn2cc(nn2)CO[C@@H]1CN(C)S(=O)(=O)c1ccccc1 | 1.6
C[C@@H]1CN([C@@H](C)CO)C(=O)Cc2cc(NC(=O)Nc3ccc4c(c3)OCO4)ccc2O[C@H]1CN(C)Cc1ccccc1 | -0.9
C[C@@H]1CN([C@H](C)CO)C(=O)c2cccc(NS(=O)(=O)c3ccccc3)c2O[C@@H]1CN(C)CC1CCCCC1 | -0.3
CO[C@H]1CN(C)C(=O)c2ccc(NC(=O)C3CCOCC3)cc2OC[C@H](C)N(Cc2nccs2)C[C@H]1C | 1.5
CCC(=O)Nc1ccc2c(c1)OC[C@H](C)N(Cc1ccccc1)C[C@H](C)[C@@H](OC)CN(C)C2=O | -2.7
CO[C@@H]1CN(C)C(=O)c2cc(NS(=O)(=O)c3ccccc3)ccc2OC[C@H](C)N(Cc2ccccn2)C[C@@H]1C | 0.1
COC(=O)c1c(CC[C@@H](CO)NC(=O)N[C@@H](Cc2ccccc2)Cn2cc(C3(O)CCCC3)nn2)oc(C(=O)N2CCOCC2)c1C(=O)OC | 1.3
COc1ccc(S(=O)(=O)N[C@H]2CC[C@H](CCNC(=O)c3ccccc3F)O[C@H]2CO)cc1 | -0.8
CCCNC(=O)N1CC2(C1)CN(C(=O)c1ccccc1)[C@H](CO)c1[nH]c3cc(OC)ccc3c12 | -0.3
C[C@@H]1CN([C@H](C)CO)C(=O)c2cc(NC(=O)Nc3ccc(F)cc3)ccc2O[C@@H](C)CCCCO[C@H]1CN(C)C(=O)Nc1ccc(C(F)(F)F)cc1 | 1.2
C[C@H](NC(=O)C[C@H]1C=C[C@@H](NS(=O)(=O)c2cccc(F)c2)[C@@H](CO)O1)c1ccccc1 | -1.2
COc1ccc(CN(C)C[C@@H]2OCCCC[C@@H](C)Oc3ccc(NC(=O)Nc4cccc5ccccc45)cc3C(=O)N([C@@H](C)CO)C[C@@H]2C)cc1 | -0.4
C[C@@H](O)C#Cc1cnc2c(c1)C(=O)N([C@@H](C)CO)C[C@H](C)[C@@H](CN(C)C(=O)Cc1ccncc1)O2 | -0.3
C[C@@H]1CCCCO[C@H](CN(C)S(=O)(=O)c2ccccc2)[C@@H](C)CN([C@@H](C)CO)C(=O)c2cc(NC(=O)Nc3ccc(F)cc3)ccc2O1 | 1.1
O=C(Cc1ccccn1)N1CC(=O)N2[C@H](CO)[C@@H](c3ccc(-c4ccccc4)cc3)[C@H]2C1 | 0.3
CCCNC(=O)N1CC2(C1)CN(S(C)(=O)=O)[C@H](CO)c1c2c2ccc(OC)cc2n1C | 0.3
C[C@@H]1CN([C@@H](C)CO)C(=O)c2cccc(NC(=O)Nc3ccc(C(F)(F)F)cc3)c2O[C@@H]1CN(C)C(=O)Nc1ccc(F)cc1 | -0.8
CC(C)NC(=O)C1C(c2ccc(C(F)(F)F)cc2)=Nc2ccccc2N1C(=O)c1ccco1 (centres undefined) | 0.7
CN(C)C(=O)[C@@]1(Cc2ccccc2)COC(c2ccc(OCCCO)cc2)=N1 | -3.1
C[C@@H]1CN([C@@H](C)CO)C(=O)Cc2cc(NC(=O)Cc3cn(C)c4ccccc34)ccc2O[C@@H]1CN(C)Cc1ccc(C(=O)Nc2ccccc2N)cc1 | 1.3
C[C@H]1CN([C@@H](C)CO)S(=O)(=O)c2ccc(C#CC3CC3)cc2O[C@H]1CN(C)Cc1cccc(F)c1 | 0.9
COc1ccc(NC(=O)Nc2ccc3c(c2)CC(=O)N([C@@H](C)CO)C[C@@H](C)[C@H](CN(C)Cc2ccc4c(c2)OCO4)O3)cc1 | -3.1
C[C@@H]1CN([C@@H](C)CO)C(=O)c2c(c3ccccc3n2C)-c2ccccc2CO[C@H]1CN(C)Cc1cccc(F)c1 | 0.8
CC(C)NC(=O)N1C[C@H]2[C@@H](c3ccccc31)[C@H](CO)N2C(=O)c1ccccc1 | -0.4
CO[C@H]1CN(C)C(=O)c2cc(NC(=O)Nc3cc(F)ccc3F)ccc2OC[C@@H](C)N(C)C[C@H]1C | -5.1
C[C@@H]1CN([C@@H](C)CO)C(=O)c2cc(NS(=O)(=O)c3ccc(F)cc3)ccc2O[C@@H]1CN(C)Cc1ccncc1 | -0.4
Cc1noc(C)c1NC(=O)N(C)C[C@H]1OCCCC[C@@H](C)Oc2ccc(NC(=O)NC(C)C)cc2C(=O)N([C@H](C)CO)C[C@H]1C | 1.5
COc1ccc(NC(=O)N(C)C[C@@H]2Oc3c(NC(=O)Nc4c(C)noc4C)cccc3C(=O)N([C@H](C)CO)C[C@H]2C)cc1 | -0.4
O=C(Nc1ccccc1F)N1CC(=O)N2[C@H](CO)[C@@H](c3ccc(C#CC4CCCC4)cc3)[C@H]2C1 | -1.2
CNC[C@H]1Oc2ccc(NC(=O)Cc3ccccc3)cc2C(=O)N([C@@H](C)CO)C[C@H]1C | -19
O=C(N[C@H]1CC[C@H](CCn2cc(C3(O)CCCC3)nn2)O[C@H]1CO)C1CCC1 | 0.0
C[C@@H]1CN([C@H](C)CO)C(=O)Cc2cc(NC(=O)c3ccncc3)ccc2O[C@H]1CN(C)Cc1ccncc1 | 1.3
CC(C)NC(=O)N(C)C[C@H]1OCc2cnnn2CCCC(=O)N([C@@H](C)CO)C[C@@H]1C | -0.4
Cc1ccc(-c2ccc3c(c2)O[C@@H](CN(C)Cc2ccc(F)cc2)[C@H](C)CN([C@@H](C)CO)S3(=O)=O)cc1 | 0.0
C[C@@H]1CN([C@H](C)CO)C(=O)c2cccc(NC(=O)C3CCOCC3)c2O[C@@H]1CN(C)S(=O)(=O)c1cn(C)cn1 | 0.2
O=C(C[C@@H]1C[C@@H]2c3cc(NS(=O)(=O)c4ccc(F)cc4)ccc3O[C@@H]2[C@@H](CO)O1)NCc1ccccn1 | -0.5
N#C[C@@H]1[C@H](c2ccccc2)[C@@H](CO)N1C(=O)Cc1ccccc1 | -0.9
CC(C)CC#Cc1cnc2c(c1)C(=O)N([C@H](C)CO)C[C@H](C)[C@H](CN(C)C(=O)c1ccccc1)O2 | 0.2
COCC#Cc1ccc2c(c1)O[C@H](CN(C)C(=O)C1CCOCC1)[C@H](C)CN([C@@H](C)CO)S2(=O)=O | 0.3
C/C=C/c1ccc([C@@H]2[C@@H](CO)N3C(=O)CN(C(=O)Nc4cccc(OC)c4)C[C@@H]23)cc1 | 1.5
COCC#Cc1ccc([C@@H]2[C@@H](CO)N3C(=O)CN(C(=O)c4cccnc4)C[C@@H]23)cc1 | 0.5
C[C@@H]1CN([C@H](C)CO)C(=O)c2cc(C#CC(C)(C)O)cnc2O[C@H]1CN(C)C(=O)C1CCOCC1 | -0.2
CNC[C@H]1Oc2cc(-c3ccccc3OC)ccc2S(=O)(=O)N([C@H](C)CO)C[C@@H]1C | 0.5
CCCNC(=O)N(C)C[C@@H]1Oc2ncc(-c3ccc(C(=O)N(C)C)cc3)cc2C(=O)N([C@@H](C)CO)C[C@H]1C | -25
C[C@H]1CN([C@@H](C)CO)S(=O)(=O)c2ccc(-c3cccc(C#N)c3)cc2O[C@H]1CN(C)CC1CC1 | -9.4
COc1cccc(CNC(=O)C[C@@H]2CC[C@H]3[C@@H](COc4ccc(NC(=O)c5cccs5)cc4C(=O)N3C)O2)c1 | 1.3
COCC#Cc1ccc2c(c1)O[C@H](CN(C)Cc1cncnc1)[C@H](C)CN([C@H](C)CO)S2(=O)=O | -0.1
CC=Cc1ccc2n(c1=O)C[C@@H]1[C@@H](CO)[C@H](C(=O)NCc3cc(F)cc(F)c3)[C@H]2N1S(C)(=O)=O (mixture of isomers) | 0.8
C[C@H](CO)N1C[C@H](C)[C@H](CN(C)Cc2ccc(O)cc2)OCc2ccccc2-c2ccccc2C1=O | -0.2
C[C@H](CO)N1C[C@H](C)[C@H](CN(C)Cc2ccc(C(=O)O)cc2)Oc2ccc(NC(=O)Nc3ccccc3)cc2CC1=O | 0.6
C[C@H](CO)N1C[C@H](C)[C@H](CN(C)CC2CC2)OCCCC[C@H](C)Oc2ccc(NC(=O)CCC(F)(F)F)cc2C1=O | 0.9
CN(C)CCCNC(=O)C[C@@H]1CC[C@@H]2[C@@H](COc3ccc(NC(=O)c4ccccc4F)cc3C(=O)N2C)O1 | 0.4
C[C@H]1CN([C@@H](C)CO)C(=O)c2cccc(NS(=O)(=O)c3cn(C)cn3)c2O[C@@H]1CN(C)CC1CC1 | -1.3
More entries:
SMILES | TcdB inh
C[C@@H]1CN([C@@H](C)CO)C(=O)c2cc(C#CC3CCCCC3)cnc2O[C@@H]1CN(C)C(=O)NC1CCCC1 | -8.1
O=C(NCc1ccccc1F)[C@@H]1[C@@H](CO)[C@@H]2Cn3c(cccc3=O)[C@@H]2N1CC1CCCC1 | -0.3
CC(C)C#Cc1cnc2c(c1)C(=O)N([C@H](C)CO)C[C@H](C)[C@@H](CN(C)C(=O)Nc1ccc(F)cc1)O2 | -1.4
CN1C(=O)c2cc(NC(=O)c3cscn3)ccc2OC[C@@H]2O[C@H](CC(=O)NCc3ccc(Cl)c(Cl)c3)CC[C@H]21 | -0.3
COc1cccc(C(=O)Nc2ccc3c(c2)OC[C@H](C)NC[C@@H](C)[C@H](OC)CN(C)C3=O)c1 | -1.8
Cc1noc(C)c1NC(=O)Nc1ccc2c(c1)C(=O)N([C@H](C)CO)C[C@@H](C)[C@H](CN(C)C(=O)Nc1ccccc1)OCCCC[C@@H](C)O2 | -0.4
C[C@@H](O)C#Cc1ccc([C@H]2[C@@H](CO)N3CCCCN(S(=O)(=O)Cc4ccccc4)C[C@@H]23)cc1 | 0.8

As entered above.
CN1C(=O)c2cc(NC(=O)c3cscn3)ccc2OC[C@@H]2O[C@H](CC(=O)NCc3ccc(Cl)c(Cl)c3)CC[C@H]21 in TcdB inh: -0.3
O=C(NCc1ccccc1F)[C@@H]1[C@@H](CO)[C@@H]2Cn3c(cccc3=O)[C@@H]2N1CC1CCCC1 in TcdB inh: -0.3
C[C@@H](O)C#Cc1ccc([C@H]2[C@@H](CO)N3CCCCN(S(=O)(=O)Cc4ccccc4)C[C@@H]23)cc1 in TcdB inh: 0.8
CC(C)C#Cc1cnc2c(c1)C(=O)N([C@H](C)CO)C[C@H](C)[C@@H](CN(C)C(=O)Nc1ccc(F)cc1)O2 in TcdB inh: -1.4
C[C@@H]1CN([C@@H](C)CO)C(=O)c2cc(C#CC3CCCCC3)cnc2O[C@@H]1CN(C)C(=O)NC1CCCC1 in TcdB inh: -8.1
COc1cccc(C(=O)Nc2ccc3c(c2)OC[C@H](C)NC[C@@H](C)[C@H](OC)CN(C)C3=O)c1 in TcdB inh: -1.8
Cc1noc(C)c1NC(=O)Nc1ccc2c(c1)C(=O)N([C@H](C)CO)C[C@@H](C)[C@H](CN(C)C(=O)Nc1ccccc1)OCCCC[C@@H](C)O2 in TcdB inh: -0.4
